Screens (PubChem)
PI5P4Ka inh: qHTS for Inhibitors of phosphatidylinositol 5-phosphate 4-kinase (PI5P4K); PI5P4Kalpha enzyme, ADP-Glo luminescence, 60 min; hits give low values; max response, %; 330,000 tested, 1.2% active; active = max response of -50% or lower; inconclusive = between -30% and -50%; inactive = -30% or higher; note: value at the top dose of about 77 µM; % is set by controls: 0 for no effect and ±100 for the full control effect
Target sequence (P48426 whole entry, looked up): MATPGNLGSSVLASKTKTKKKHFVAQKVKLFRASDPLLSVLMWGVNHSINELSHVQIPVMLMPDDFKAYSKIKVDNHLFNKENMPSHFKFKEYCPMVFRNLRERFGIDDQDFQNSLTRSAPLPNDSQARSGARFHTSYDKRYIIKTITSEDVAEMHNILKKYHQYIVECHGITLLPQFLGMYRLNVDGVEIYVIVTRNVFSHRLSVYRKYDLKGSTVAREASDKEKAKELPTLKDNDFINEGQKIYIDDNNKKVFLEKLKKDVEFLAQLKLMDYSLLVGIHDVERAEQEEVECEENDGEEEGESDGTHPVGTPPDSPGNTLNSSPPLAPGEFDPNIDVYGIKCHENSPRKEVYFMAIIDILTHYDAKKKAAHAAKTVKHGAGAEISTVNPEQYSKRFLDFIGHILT
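Single end-point luminescence (ADP-Glo) quantified ADP from PI5P4Kalpha turnover; ATP 5 microM final, 1 h at RT, 0.1% CHAPS and 0.28 mM EGTA in HEPES pH 7.4.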
PLK1 PBD inh: qHTS for Inhibitors of PLK1-PDB (polo-like kinase 1 - polo-box domain): Primary Screen; Plk1 PBD binding of FITC phosphopeptide, fluorescence polarization; AID 720504, 2013; Potency, µM, inactives show max response, negative = inhibition, actives largely listed as inhibitors; Serine/threonine-protein kinase PLK1 (Homo sapiens), P53350; 360,000 tested, 2.8% active; note: potency is the fitted concentration of half-maximal effect; series mostly up to about 57 µM; % is set by controls: 0 for no effect and ±100 for the full control effect; nearly all actives have a fitted effect of over 65% in size
Target sequence (P53350 whole entry, looked up, the tested form may be a part): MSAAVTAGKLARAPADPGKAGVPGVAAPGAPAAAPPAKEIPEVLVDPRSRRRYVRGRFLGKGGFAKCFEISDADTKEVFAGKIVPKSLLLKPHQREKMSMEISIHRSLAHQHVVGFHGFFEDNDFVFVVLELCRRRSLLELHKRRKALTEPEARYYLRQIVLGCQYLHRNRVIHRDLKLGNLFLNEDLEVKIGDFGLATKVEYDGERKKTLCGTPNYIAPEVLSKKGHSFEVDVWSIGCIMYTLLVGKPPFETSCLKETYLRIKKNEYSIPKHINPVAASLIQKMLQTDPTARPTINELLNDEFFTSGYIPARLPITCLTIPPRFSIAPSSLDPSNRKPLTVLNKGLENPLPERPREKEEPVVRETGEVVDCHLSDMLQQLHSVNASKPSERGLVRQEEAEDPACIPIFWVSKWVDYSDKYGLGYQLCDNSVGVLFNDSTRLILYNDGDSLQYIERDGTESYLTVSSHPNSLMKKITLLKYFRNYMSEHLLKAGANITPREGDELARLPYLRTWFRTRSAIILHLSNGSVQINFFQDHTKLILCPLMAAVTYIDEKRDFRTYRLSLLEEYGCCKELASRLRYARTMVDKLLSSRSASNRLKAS
EPAC1 antagonist: qHTS for Antagonist of cAMP-regulated guanine nucleotide exchange factor 3 (EPAC1): primary screen. EPAC1 GEF assay, Rap1b-BODIPY-GDP exchange fluorescence. Potency, µM (series often up to 115 µM), without a hit: top-dose activity change, negative = inhibition, most hits filed as inhibitors. 360,000 tested, 0.14% active;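 note: potency is the fitted concentration of half-maximal effect; plate controls were vehicle for no effect and positive control for full effect; nearly all actives have a fitted effect of over 50% in size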
EPAC1 agonist: qHTS for Agonist of cAMP-regulated guanine nucleotide exchange factor 3 (EPAC1): primary screen | Rap guanine nucleotide exchange factor 3 (Homo sapiens), O95398 | EPAC1 agonist qHTS, biochemical assay; response scale: 100% = response to 6.5 mM cAMP | Potency, µM (top dose mostly 154 µM), inactives show top-dose activation, usual class: activators | 360,000 tested, 0.073% active | AID 720707, 2013; note: potency is the fitted concentration of half-maximal effect; nearly all actives have a fitted effect of over 60% in size
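Compounds were pinned as a concentration titration into mixtures of EPAC1 (100 nM), BODIPY-GDP-loaded Rap1B (250 nM) and GDP (50 uM). After 5 min at room temperature, fluorescence was followed for 30 min; activity was scaled to 6.5 mM cAMP.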
IL-2 act: qHTS of IL-2 Activators; IL-2 activation reporter assay, cell-based qHTS; stimulated with anti-CD3/CD4/CD28 beads; in transgenic mouse T cells; activation, % (series mostly up to about 46 µM); 360,000 tested, 0.065% active; in the data active = activation above about 50%; inconclusive = mostly about 30% to 49%; note: 0% is about no effect
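Readout is EGFP and DsRed signal by fluorescent plate cytometry after 18 h at 37 degrees C. Transgenic mouse T cells (750/well) received compound for 60 min before bead stimulation (anti-CD3, anti-CD4, anti-CD28); memory T cells served as non-tolerant control.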
PTHR1 agonist: qHTS for PTHR1 Agonists: Primary Screen | HEK293 GP2 PTHR1 cells, GloSensor cAMP luminescence, 1 h | Potency, µM (doses to about 115 µM), inactives show top-dose activation, actives largely listed as activators | 410,000 tested, 0.075% active | AID 743266, 2014; note: potency is the fitted concentration of half-maximal effect; nearly all actives have a fitted effect of over 55% in size; some results filed as inactive show a strong effect at the top dose; inactives centre near -15; many of its hits are not listed in these tables
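HEK-293-derived GP2 cells expressing PTHR1 and a GloSensor cAMP reporter, 3,000/well, plated overnight, given luciferin plus IBMX (each 0.5 mM as added) for 1 h at 37 °C, then compound for 1 h at 37 °C. Luminescence was read after 15 min at room temperature.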
GLP-1R inv ag: qHTS of GLP-1 Receptor Inverse Agonists (Inhibition Mode); 410,000 tested, 1.6% active; AID 624417, 2012; Potency, µM (doses to about 38.3 µM), for the others: top-dose activity change, negative = inhibition, hits mostly inhibitors; Glucagon-like peptide 1 receptor (Homo sapiens), P43220; HEK293 GLP-1R CRE-luciferase, luminescence, 24 h; GLP-1R form is constitutively active; note: potency is the fitted concentration of half-maximal effect; % is set by controls: 0 for no effect and ±100 for the full control effect; nearly all actives have a fitted effect of over 55% in size
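Cells are plated, allowed 12 hours at 37 deg C, then treated with compounds for 24 hr before luciferase detection reagent is added and luminescence is read after 12 min at room temperature. The HEK293 line carries constitutively active GLP-1R with a cAMP-responsive reporter.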
HEK293 tox: qHTS of GLP-1 Receptor Inverse Agonists: Cytotox Screen; HEK293 cAMP-luciferase reporter cells, luminescence, 24 h; 410,000 tested, 0.13% active; Potency, µM (doses to about 38.3 µM), for the others: top-dose activity change, negative = inhibition, actives largely listed as inhibitors; AID 624418, 2012;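 note: loss of luciferase light is scored as toxicity; potency is the fitted concentration of half-maximal effect; % is set by controls: 0 for no effect and ±100 for the full control effect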
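Quantitative HTS format, 1536 wells, 200 cells/uL seeded. Compounds: 23 nL, 24 h, 37 °C. Detection: luciferase reagent, luminescence at 12 min RT; decreased signal taken as cytotoxic.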
GLP-1R agonist: qHTS of GLP-1 Receptor Agonists | Potency, µM (top dose mostly 45.6 µM), inactives show at the highest dose activation, most hits filed as activators | HEK293 GLP-1R CRE-luciferase, luminescence, 4-6 h; cells express a hypersensitive GLP-1R form | 380,000 tested, 0.007% active | Glucagon-like peptide 1 receptor (Homo sapiens), P43220; note: potency is the fitted concentration of half-maximal effect; % of control where 0% means no effect
Starred values were filed as active, the others as inactive; i = inactive; ? = inconclusive; nt = not tested or not shown; & = joins results of further samples; [ ] = another dose, or the depositor's remark. Unless noted, calls come from the whole dose curve; as a rule, active = well fitted curve in the direction sought with a large enough effect; inconclusive = small, poorly fitted or top-dose-only effect, or another doubt; inactive = no such curve, though single readings can be large; an effect the other way counts as inactive or inconclusive.

Start of the data: the first two records (preview)
SMILES	PI5P4Ka inh	PLK1 PBD inh	EPAC1 antagonist	EPAC1 agonist	IL-2 act	PTHR1 agonist	GLP-1R inv ag	HEK293 tox	GLP-1R agonist
C/C(=N\Nc1cccc2ccccc12)c1c(O)n(Cc2ccccc2)c(=O)[nH]c1=O	-55*	-16%	-4%	-9%	-0.4	-2%	12%	-4%	2%
COc1cccc(NC(=O)CN2CC(c3ccccc3)CC2=O)c1 (stereo not given)	3	3%	-18%	-21%	-0.4	20%	-8%	5%	5%

The listing (from the top)
SMILES	PI5P4Ka inh	PLK1 PBD inh	EPAC1 antagonist	EPAC1 agonist	IL-2 act	PTHR1 agonist	GLP-1R inv ag	HEK293 tox	GLP-1R agonist
C/C(=N\Nc1cccc2ccccc12)c1c(O)n(Cc2ccccc2)c(=O)[nH]c1=O	-55*	-16%	-4%	-9%	-0.4	-2%	12%	-4%	2%
COc1cccc(NC(=O)CN2CC(c3ccccc3)CC2=O)c1 (stereo not given)	3	3%	-18%	-21%	-0.4	20%	-8%	5%	5%
COc1cccc(C(=O)C2CCCN(Cc3ccon3)C2)c1 (stereo not given)	2	-4%	8%	4%	-0.9	i	-32%	-12%	17%
O=C1NC(=O)N(CCC2=CCCCC2)C(=O)/C1=C/c1cccs1	-63*	0.75µM*	5%	5%	-0.1	-19%	-12%	-3%	-1%
COC(=O)C1=C(c2cc3ccccc3s2)C[C@@H]2CC[C@H]1N2C(=O)NCc1ccc(C(F)(F)F)cc1	15	-7%	-19%	-12%	-4.4	i	4µM*	-3%	-5%
Cc1ccc(S(=O)(=O)N(C)C/N=C(\N)N[N+](=O)[O-])cc1	-6	-15%	8%	-1%	-0.9	i	-6%	-5%	1%
O=C(Cc1ccccc1)N1CCN(Cc2cccc(Cl)c2)CC1	5	0%	-19%	4%	0.7	i	?	14%	-1%
COC(=O)C1=C(c2ccc(F)cc2OCc2ccccc2)C[C@@H]2CC[C@H]1N2C(=O)N1CCOCC1	10	1%	-6%	-5%	-1.8	-20%	-11%	-3%	16%
Cc1ccc(-c2nc3ccccc3c(=O)n2-c2cccc(C)n2)cc1	1	-13%	2%	1%	0.1	i	11%[7.66 µM]	5%[7.66 µM]	7%
COC(=O)Nc1ccc(N=C(N)N[N+](=O)[O-])cc1	2	0%	13%	7%	0.1	i	2%	3%	3%
C=CCN1CC[C@]23c4c5ccc(O)c4OC2[C@H](O)CC[C@@]3(O)[C@H]1C5 (stereo not given in full)	0	-10%	-3%	-2%	0.5	-2%	3%	4%	4%
Cn1c(O)c(/C=N/c2ccccn2)c(=O)n(C)c1=O	nt	-2%	6%	-4%	-0.5	-4%[57.5 µM]	2%	4%	-4%
O=Cc1c(C(=O)O)n(Cc2ccc(F)cc2Cl)c2ccccc12	0	2%	-5%	2%	-2.5	i	?	-10%	-3%
Cc1ccc(CNC2=NCCS2)cc1	3	-4%	10%	7%	0.2	i	-4%	-3%	1%
O=C1NC(=O)C(CCc2ccncc2)(Cc2ccc([N+](=O)[O-])cc2)C(=O)N1	1	-2%	-4%	-5%	-2.2	i	8%	0%	-2%
CN(C)C(=O)Oc1ccc(OCc2nc3ccccc3[nH]2)cc1	?	-9%	-4%	-12%	0.1	-38%[inhibitor]	7.1µM*	16%	-27%
O=C(Cc1ccccc1)N1CCN(Cc2cccnc2)CC1	-10	-6%	5%	-1%	-1.4	-13%	-3%	2%	-6%
CCOC(=O)c1nc2ccccc2c(=O)n1-c1cccc(C)c1	4	-6%	-3%	10%	0.0	i	-30%	-12%	22%
CCN1CC2C3CCC(C)(O3)C2C1 (stereo not given)	3	-10%	17%	6%	0.7	-23%	-7%	-1%	9%
CC(C)CC12CN3CCN(CC(C3)/C1=N/O)C2	nt	1%	0%	0%	-2.5	-8%[57.5 µM]	6%	9%	-14%
Cc1ccccc1NC(=O)COC(=O)c1cc(C)n(C2CC2)c1C	-11	3%	-7%	0%	-4.3	i	0%	-9%	3%
Clc1ccc(CCNCc2ccncc2)c(Cl)c1	2	-9%	9%	13%	-1.5	-6%	-29%	-19%	4%
O=C(CCN1C(=O)COc2ccccc21)N1CCC2(CC1)OCCO2	nt	0%	16%	-4%	-3.0	-40%[inhibitor][57.5 µM]	0%	-24%	4%
O=C(Cn1ncc2ccsc2c1=O)N1CCC2(CC1)OCCO2	nt	-16%	1%	0%	-0.5	i	7%	-3%	-14%

A draw from above in order of length of the SMILES, rising:
SMILES	PI5P4Ka inh	PLK1 PBD inh	EPAC1 antagonist	EPAC1 agonist	IL-2 act	PTHR1 agonist	GLP-1R inv ag	HEK293 tox	GLP-1R agonist
O=C(Cc1ccccc1)N1CCN(Cc2cccnc2)CC1	-10	-6%	5%	-1%	-1.4	-13%	-3%	2%	-6%
O=C(Cn1ncc2ccsc2c1=O)N1CCC2(CC1)OCCO2	nt	-16%	1%	0%	-0.5	i	7%	-3%	-14%
O=C1NC(=O)C(CCc2ccncc2)(Cc2ccc([N+](=O)[O-])cc2)C(=O)N1	1	-2%	-4%	-5%	-2.2	i	8%	0%	-2%

Following part.
SMILES	PI5P4Ka inh	PLK1 PBD inh	EPAC1 antagonist	EPAC1 agonist	IL-2 act	PTHR1 agonist	GLP-1R inv ag	HEK293 tox	GLP-1R agonist
COc1ccccc1-n1c(-c2ccccc2Br)nc2ccccc2c1=O	0	-9%	3%	17%	0.0	-10%	?	-18%	16%
Cc1ccc(/C=C/C(=O)c2ccccc(=O)c2O)c(C)c1	-4	?	?	8%	-2.6	-28%	?	?	7%
CC(=O)OC1CCC2(C)C(CC(=O)C3C2CCC2(C)C(OC(C)=O)CCC32)C1 (stereo not given)	30	-11%	?	-2%	3.6	-15%	9%	83%[activator]	-3%
CCc1c(C)nc(N)nc1N1N=C1SCC#N	nt	-7%	5%	5%	-0.6	i	0%	-8%	14%
OC(c1cccc(Cl)c1)(c1cccc(Cl)c1)C1CN2CCC1CC2 (stereo not given)	39	0%	?	-14%	-0.7	i	4µM*	?	10%
Cc1noc(C(=O)Nc2sc3c(c2C#N)CCC3)c1Cl	-15	24µM*	14%	9%	1.2	-33%	-15%	-8%	0%
COC(=O)C1=C(c2cc3ccccc3s2)C[C@@H]2CC[C@H]1N2C(=O)NCCO	0	-11%	7%	14%	-0.3	18%	-21%	9%	-1%
O=C1NC(=S)NC(=O)C1Cc1ccccc1O	-25	-1%	-3%	7%	0.8	i	7%	2%	-3%
Cc1oc2ccc(OC(=O)N(C)C)cc2c1C(=O)OC(C)C	1	-10%	-2%	8%	-2.4	i	-10%	6%	30%
COc1cccc(C(=O)C2CCCN(Cc3ccc4nonc4c3)C2)c1 (stereo not given)	1	-17%	-33%	-1%	-1.3	-18%	?	6%	14%
OC(CN1CCCCC1)c1c[nH]c2ccccc12 (stereo not given)	0	-9%	-2%	-3%	-3.6	-37%[inhibitor]	7%	12%	-4%
N=c1c[n+](CC23CC4CC(CC(C4)C2)C3)[n-]o1	7	-14%	-20%	6%	-0.2	-6%	?	-2%	3%
Ic1ccccc1CN[C@@H]1C2CCN(CC2)[C@@H]1C(c1ccccc1)c1ccccc1	-14	2%	-8%	-7%	-0.7	i	?	?	-1%
CCCCCn1c(=O)c(C(=O)NCc2ccncc2)c(O)c2ccccc21	-2	-6%	-18%	5%	-4.3	-40%	0%	-5%	2%
CCCCc1nc2ccccc2c(=O)n1-c1ccc(Cl)cc1[N+](=O)[O-]	nt	-2%	-15%	24%	-0.2	-7%[57.5 µM]	-5%	-6%	-15%
CNC(=O)Oc1cccc2ccccc12	-10	-13%	-3%	0%	-2.6	i	9%	4%	13%&1%
COc1ccc(N2C(=O)NC(=O)C(CCc3ccncc3)(CCc3ccncc3)C2=O)cc1	nt	1%	15%	-6%	-0.6	-2%[57.5 µM]	10%	4%	-1%
C[C@@H]1NCCc2cc(O)c(O)cc21	-3	-4%	-3%	-15%	-0.5	-9%	12%	-4%	12%
COc1cc(C(O)CNC(C)C)cc(F)c1OC (stereo not given)	nt	nt	7%	7%	-2.5	i	nt	nt	-4%
CCOP(=S)(OCC)SCSP(=S)(OCC)OCC	0	?	-18%	-18%	-5.3	-19%	?	0%	-1%
O=[N+]([O-])c1ccc2c(c1)C(c1ccccc1)=NCCN2	2	2%	15%	0%	1.2	i	8%	-29%	29%
COC(=O)C1=C(c2ccc(F)cc2F)C[C@@H]2CC[C@H]1N2C(=O)NCCNC(C)=O	-2	2%	7%	-23%	-0.7	i	26%	23%	-2%
CC1CC2(C)C(=CC1=O)CCC1C3CCC(C)(O)C3(C)CC3OC312 (stereo not given)	5	-2%	-3%	-4%	-0.8	-21%	-11%	-13%	16%
Cc1ccc(OP(=O)(NC(C)c2ccccc2)Oc2ccc(C)cc2)cc1 (stereo not given)	22	-6%	-9%	-9%	-0.6	-31%[inhibitor]	?	-5%	17%

Copied from the list:
Under PLK1 PBD inh, COc1ccc(N2C(=O)NC(=O)C(CCc3ccncc3)(CCc3ccncc3)C2=O)cc1 reads 1%
Under GLP-1R agonist, COC(=O)C1=C(c2ccc(F)cc2F)C[C@@H]2CC[C@H]1N2C(=O)NCCNC(C)=O reads -2%
Under PLK1 PBD inh, CC1CC2(C)C(=CC1=O)CCC1C3CCC(C)(O)C3(C)CC3OC312 (stereo not given) reads -2%
Under EPAC1 agonist, Ic1ccccc1CN[C@@H]1C2CCN(CC2)[C@@H]1C(c1ccccc1)c1ccccc1 reads -7%
Under HEK293 tox, CCCCc1nc2ccccc2c(=O)n1-c1ccc(Cl)cc1[N+](=O)[O-] reads -6%

Some of the compounds tested. The share of hits here may be higher or lower than overall.
